Compound activity (PubChem)
AMA1-RON2 inh = qHTS for Inhibitors of AMA1-RON; Towards Development of Antimalarial Drug Lead: Primary Screen; Plasmodium falciparum AMA1 (3D7) - RON2 peptide interaction; AlphaScreen AMA1-biotinylated RON2 peptide binding; Potency, µM (highest dose often 58.2 µM), for the others: at the highest dose activity change, negative = inhibition, actives largely listed as inhibitors; actives 0.2% (n = 360,000); AID 720542, 2013;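 further: potency means the concentration at half of the fitted maximal effect; 0% = vehicle wells and -100% = peptide control; nearly all actives have a fitted effect of over 45% in size; some results filed as inactive show a strong effect at the top dose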
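AMA1 (3D7) with his tag at 25 nM final met compounds first, then biotinylated RON2 peptide at 25 nM; detection used donor plus acceptor beads, 10 µg/mL apiece, read by AlphaScreen after 30 min at room temperature.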
TbPYK inhibitor = qHTS of Trypanosoma Brucei Inhibitors; pyruvate kinase (Trypanosoma brucei), Q57TT1; Potency, µM (doses to about 76.8 µM), inactives show at the top dose activity, negative = inhibition, most hits filed as inhibitors; TbPYK enzyme, Kinase-Glo Plus ATP luminescence, 45 min; actives 0.12% (n = 410,000); AID 624173, 2012; further: potency means the concentration at half of the fitted maximal effect; nearly all actives have a fitted effect of over 50% in size
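Enzyme and substrate buffer are dispensed first and compound is pin-transferred. ADP at 130 uM final then starts the reaction, which runs 45 min at room temperature. Detection reagent is added for 10 min before luminescence is imaged.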
Sm TGR inh = qHTS Assay for the Inhibitors of Schistosoma Mansoni Peroxiredoxins; AID 485364, 2010; Schistosoma mansoni thioredoxin glutathione reductase (TGR), Q962Y6; actives 3% (n = 360,000); Potency, µM (series often up to 114 µM), for the others: at the highest dose activity change, negative = inhibition, hits mostly inhibitors; purified TGR, DTNB reduction, TNB absorbance 405 nm; further: potency means the concentration at half of the fitted maximal effect; nearly all actives have a fitted effect of over 60% in size
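First, TGR (20 nM dispensed) and NADPH were mixed with compound. Second, a 15 min room-temperature incubation followed. Third, further NADPH and then DTNB were added to start the reaction. Finally, TNB absorbance was monitored kinetically.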
LmPK inh = qHTS Assay for Inhibitors of Leishmania Mexicana Pyruvate Kinase (LmPK); Potency, µM (series often up to 57.5 µM), for the others: at the highest dose activity change, negative = inhibition, hits mostly inhibitors; purified LmPK, Kinase-Glo ATP luminescence, 1 h; actives 0.37% (n = 290,000); Q27686; further: potency means the concentration at half of the fitted maximal effect
Target sequence (Q27686 whole entry, looked up): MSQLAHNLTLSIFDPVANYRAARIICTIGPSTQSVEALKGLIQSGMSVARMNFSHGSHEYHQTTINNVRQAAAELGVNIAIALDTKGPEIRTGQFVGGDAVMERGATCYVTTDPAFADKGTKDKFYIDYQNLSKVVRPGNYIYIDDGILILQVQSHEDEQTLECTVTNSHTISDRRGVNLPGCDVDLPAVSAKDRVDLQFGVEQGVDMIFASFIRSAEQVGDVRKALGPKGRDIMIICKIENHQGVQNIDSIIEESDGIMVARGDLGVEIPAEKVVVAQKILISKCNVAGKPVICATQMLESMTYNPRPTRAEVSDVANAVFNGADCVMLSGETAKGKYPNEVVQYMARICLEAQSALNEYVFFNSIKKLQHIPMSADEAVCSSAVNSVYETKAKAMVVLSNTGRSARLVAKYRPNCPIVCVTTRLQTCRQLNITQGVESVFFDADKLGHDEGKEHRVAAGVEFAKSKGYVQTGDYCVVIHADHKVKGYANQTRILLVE
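Kinase-Glo luminescence read after 1 h RT reaction of 0.1 nM LmPK with 0.5 mM PEP and 0.1 mM ADP. Activity scaled between uninhibited and enzyme-free controls.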
AmpC inh no detg = qHTS Inhibitors of AmpC Beta-Lactamase (assay without detergent); AmpC nitrocefin hydrolysis, absorbance 480 nm, 0.0001% Triton; Potency, µM (series often up to 57.1 µM), inactives show at the highest dose activity change, negative = inhibition, most hits filed as inhibitors; actives 0.52% (n = 330,000); AID 485341, 2010;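 further: potency means the concentration at half of the fitted maximal effect; plate controls were no compound for no effect and no enzyme for full effect; nearly all actives have a fitted effect of over 20% in size; some results filed as inactive show a strong effect at the top dose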
Target sequence (P00811 whole entry, looked up): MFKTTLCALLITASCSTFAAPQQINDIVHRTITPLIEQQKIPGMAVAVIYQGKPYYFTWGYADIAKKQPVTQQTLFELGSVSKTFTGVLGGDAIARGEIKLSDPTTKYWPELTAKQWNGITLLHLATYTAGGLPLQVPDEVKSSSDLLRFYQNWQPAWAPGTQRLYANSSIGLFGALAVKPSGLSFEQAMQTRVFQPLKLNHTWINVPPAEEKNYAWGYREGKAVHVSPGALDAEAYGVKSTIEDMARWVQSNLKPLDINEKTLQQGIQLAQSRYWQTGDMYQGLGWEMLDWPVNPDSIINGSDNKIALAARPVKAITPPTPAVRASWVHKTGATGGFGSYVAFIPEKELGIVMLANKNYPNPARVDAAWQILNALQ
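AmpC (5.3 nM in the dispensed reagent) in 20 mM phosphate pH 7.0 with 0.01% (detergent screen) or 0.0001% Triton X-100 was preincubated with compounds for 15 min at room temperature. Nitrocefin was then added from an 800 uM solution, and hydrolysis was followed at 480 nm.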
HCMV inh = qHTS Assay for inhibitors of the human cytomegalovirus (HCMV) | HFF cells, HCMV-luciferase reporter, 72 h; hits give low values | activity change, negative = inhibition, % at 57.5 µM | actives 4.5% (n = 410,000); in the data active means activity change below about -60%; inconclusive means no clear call, values can overlap the other calls; inactive means above about -39%
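Two compound doses tested in HFFs infected with HCMV-luciferase, MOI 1 PFU/cell, 72 h at 37C. Lysate luminescence read with OneGlo; data normalized against buffer-only and 10uM Salinomycin inhibitor controls.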
AmpC detergent = qHTS Inhibitors of AmpC Beta-Lactamase (assay with detergent) | P00811 | AmpC hydrolysis of nitrocefin, absorbance 480 nm, 0.01% Triton | Potency, µM (doses to about 114 µM), for the others: at the top dose activity change, negative = inhibition, most hits filed as inhibitors | actives 0.041% (n = 370,000) | AID 485294, 2010;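 further: potency means the concentration at half of the fitted maximal effect; 0% = no-compound wells and -100% = no-enzyme wells; nearly all actives have a fitted effect of over 25% in size; some results filed as inactive show a strong effect at the top dose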
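20 mM phosphate pH 7.0 + 0.01% (detergent screen) or 0.0001% Triton X-100; 5.3 nM AmpC reagent; cpd preinc 15 min RT; nitrocefin (800 uM stock) to start; A480 q20 s × 4 min; Activity was normalised to no-enzyme and no-compound control wells.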
* hit, by the source's call; ? = inconclusive; . = no result given; & = joins results of further samples; [ ] = remark or other dose. Unless noted, the call rests on the fitted dose curve; in most records, active means well fitted curve in the direction sought with a large enough effect; inconclusive means small, poorly fitted or top-dose-only effect, or another doubt; inactive means no such curve, though single readings can be large; an effect the other way counts as inactive or inconclusive. Unless noted, on the % scale 0 is the no-effect control and ±100 the full control effect.

SMILES	AMA1-RON2 inh	TbPYK inhibitor	Sm TGR inh	LmPK inh	AmpC inh no detg	HCMV inh	AmpC detergent
CCCN1C(=O)C(=O)c2cc(C)ccc21	-7%	-4%	.	.	-19%	-39	.
CCS(=O)(=O)c1ccc2c(c1)N(S(=O)(=O)c1ccc(Cl)cc1)CC(C(=O)O)O2 (stereo not given)	-14%	5%	2%	3%	-19%	16	-11%
NC(=O)Cc1ccc(Nc2nnc(-c3ccccc3)c3ccccc23)cc1	25%	-1%	0%	1%	6%	-17	-5%
C=CCc1ccccc1OCCn1c(C2CC(=O)N(Cc3ccc(F)cc3)C2)nc2ccccc21 (stereo not given)	.	-2%	-3%	.	.	-35	-5%
CSc1nc2sc3c(c2c2nncn12)CCC3	10%	2%	-6%	0%	-7%	-15	?
CCc1ccc2c(c1)cc(CN(C(=S)Nc1ccc(Cl)cc1)C1CC1)c1nnnn12	8%	-1%	6%	4%	-22%	-23	4%
Cc1cccc(N2CCN(C(=O)c3ccc(NS(=O)(=O)c4ccc5[nH]c(=O)[nH]c5c4)cc3)CC2)c1C	5%	-2%	-5%	-2%	16%	-67*	-3%
COc1ccc(NC(=O)CN(C)C(=O)c2oc3ccccc3c2C)cc1	-3%	-2%	1%	1%	3%	-11	-9%
C/C(Cl)=C\Cn1c(Nc2ccc(C)cc2)nc2c1c(=O)n(C)c(=O)n2C	13%	0%	-1%	5%	-5%	-12	6%
COc1ccc(CN(C)S(=O)(=O)c2nnc(NC(=O)c3ccccc3)s2)cc1OC	6%	-11%	-1%	3%	-28%	35	0%
Cc1ccn2cc(C(=O)NCc3ccco3)nc2c1	18%	8%	?	-4%	-17%	-28	-11%
COc1ccc(-c2ccc(NS(=O)(=O)c3cc([N+](=O)[O-])ccc3C)cc2)nn1	-6%	-3%	-4%	-13%	-51%	14	?
Cc1cc(F)c(F)c(C(=O)NC2CC2)c1Cl	-1%	6%	7%	0%	-34%	18	3%
CC(C)(C)NC(=O)N1c2ccccc2Sc2ccccc21	4%	-4%	-4%	-2%	20%	-60*	2%
Cn1nc(-c2ccc(Cl)cc2)c2cc(C(=O)NCc3ccco3)sc21	-1%	5%	?	17%	-38%	-14	-7%
O=C1NCCCC1C(=O)N/N=C/c1cccc(O)c1 (stereo not given)	10%	0%	-3%	-4%	-9%	-24	?
Cc1nc2ccccc2nc(C)c1=NOCC(=O)N(c1ccccc1)C(C)C	-13%	-1%	2%	2%	83%[activator]	-5	8%
Cn1c(=O)c2c(ncn2Cc2ccc(Cl)cc2)n(C)c1=O	4%	-3%&-1%	0%&21%	0%	-1%	-36&-26	3%&8%
Cn1cnc(C(=O)N2CCc3ccccc3C2)c1C(=O)N1CCc2ccccc2C1	5%	?	.	.	20%	-26	.
COc1ccc(NC(=O)CN2CCCN(S(=O)(=O)c3ccc(Br)cc3)CC2)c(OC)c1	.	1%	-2%	.	.	-12	-5%
COC(=O)CNC(=O)COC(=O)c1cc(SC)ccc1Cl	-5%	6%	-1%	2%	-15%[11.4 µM]	25	-5%
COC(=O)C1=CO[C@@H](O)C2C(CO)=CCC12 (stereo not given in full)	10%	-3%	-32%	.	3%	12	-3%
CCNc1ccc(C(=O)OCC(=O)NCc2ccccc2Cl)cc1[N+](=O)[O-]	13%	-5%	-14%	-1%	-18%	-20	3%
C=CCN(CC=C)Cc1c[nH]c2ccccc12	-3%	-2%	-15%	4%	-32%	94	-4%
O=C(NCc1cccc(Cl)c1)c1cccc2c(-c3cccnc3)coc12	-9%	-16%	.	.	.	-22	.

One compound at a time, as listed above. Order of values: AMA1-RON2 inh	TbPYK inhibitor	Sm TGR inh	LmPK inh	AmpC inh no detg	HCMV inh	AmpC detergent
Cc1ccn2cc(C(=O)NCc3ccco3)nc2c1 as listed: 18%	8%	?	-4%	-17%	-28	-11%
Cn1cnc(C(=O)N2CCc3ccccc3C2)c1C(=O)N1CCc2ccccc2C1 as listed: 5%	?	.	.	20%	-26	.
CCc1ccc2c(c1)cc(CN(C(=S)Nc1ccc(Cl)cc1)C1CC1)c1nnnn12 as listed: 8%	-1%	6%	4%	-22%	-23	4%
COc1ccc(NC(=O)CN2CCCN(S(=O)(=O)c3ccc(Br)cc3)CC2)c(OC)c1 as listed: .	1%	-2%	.	.	-12	-5%
NC(=O)Cc1ccc(Nc2nnc(-c3ccccc3)c3ccccc23)cc1 as listed: 25%	-1%	0%	1%	6%	-17	-5%

The list continues:
SMILES	AMA1-RON2 inh	TbPYK inhibitor	Sm TGR inh	LmPK inh	AmpC inh no detg	HCMV inh	AmpC detergent
COc1cc(C(=O)NCC(c2ccco2)S(=O)(=O)c2cccs2)cc(OC)c1OC (stereo not given)	.	-3%	8.9µM*	.	.	11	3%
CCCN(C(=O)c1nn(-c2ccc(OC)c(Cl)c2)c(=O)c2c1c1ccccc1n2C)c1ccccc1F	.	5%	-1%	.	.	-1	-3%
CCOc1ccc(S(=O)(=O)N(CCO)CCO)cc1-c1nc2c(C(C)(C)C)nn(C)c2c(=O)[nH]1	-6%	6%	-18%	0%	140%[activator]	-25	3%
CC(C(=O)N1CCCCC1)n1ncn2cccc2c1=O (stereo not given)	6%	-1%	?	3%	-13%	6	-7%
CCOc1nc(-c2ccc(Cl)cc2Cl)ccc1C#N	1%	-1%	5%	-4%	-18%	-21	1%
CN(C(=O)CSc1cccc[n+]1[O-])c1ccccc1	-9%	1%	.	.	-17%	-4	.
O=C(CCC1CCCCC1)Nc1nccs1	0%	1%	.	-7%	-21%	-10	1%
COc1ccc(-c2nc(CS(=O)CC(=O)NCCC3=CCCCC3)c(C)o2)cc1 (stereo not given)	0%	1%	40µM*	6%	103%[activator]	51	-11%
O=NN1CCN(c2ccncc2S(=O)(=O)N2CCCCC2)CC1	-1%	2%	4%	4%	-17%	93	?
O=C(CCCc1ccccc1)Nc1cccc(C(=O)O)c1	9%	-2%	.	2%	-26%	41	0%
O=C1C(=Cc2cccc(O)c2O)SC(=S)N1CCCN1CCOCC1	-24%	?	.	.	.	-97*	.
COc1ccc(S(=O)(=O)N2CCCCCC2)cc1NC(=O)c1c2c(nc3ccccc13)CCN(Cc1ccccc1)C2	-7%	-3%	3%	2%	154%[activator]	-27	-7%
COc1ccc(-c2cc(C(F)(F)F)n3nc(C(=O)NCC45CC6CC(CC(C6)C4)C5)cc3n2)cc1	.	-2%	-3%	.	.	-4	-2%
O=C(O)c1c[nH]c2ccc([N+](=O)[O-])cc2c1=O	-5%	-5%	.	.	.	-31	.
CC(C)COc1ccc(C(=O)Nc2ccc(S(=O)(=O)Nc3ncccn3)cc2)cc1	.	0%	7%	.	.	41	14%
N/C(=N\OC(=O)c1ccc2ccccc2c1)c1ccccc1Cl	2%	2%	1%	-7%	-52%	99	-11%
COC(=O)c1nn(-c2ccc(Cl)cc2)c(=O)cc1Sc1ccccn1	35%	1%	?	4%	-1%	-4	?
CC(=O)n1cc([C@H]2C=C(C(=O)Nc3ccccc3)O[C@@H](OCc3ccc(CO)cc3)C2)c2ccccc21	-12%	-1%	-16%	3%	50%	.	5%
COc1ccc(-c2nnc(SCC(=O)O)n2Cc2ccccc2)cc1	-11%	-6%	?	8%	-6%	92	-13%
Cc1ccc(OS(=O)Nc2cccc3nccnc23)cc1 (stereo not given)	25%	0%	0%	0%	-35%	-18	?
Cc1csc2nc(CNC(=O)C3CCCCC3)cn12	7%	-3%	-1%	-2%	-22%	51	?
Cc1ccc(NC(=S)NC(=O)c2c(-c3ccccc3Cl)noc2C)cc1	23%	8%	-1%	1%	-26%	-33	1%
Cc1ccc2ccccc2c1C(O)c1ncc(-c2ccc(F)cc2)[nH]1 (stereo not given)	17%	1%	.	.	.	-15	.
Cc1cccc(NC(=O)c2cccc(N3C(=O)C4CCC(C)CC4C3=O)c2)c1C (stereo not given)	-8%	-7%	-24%	10%	0%	5	-7%
CSc1nnc2c(n1)OC(c1cccn1C)N(C(C)=O)c1ccccc1-2 (stereo not given)	-7%	0%	-1%	-3%	-9%	26	3%

Additional results.
SMILES	AMA1-RON2 inh	TbPYK inhibitor	Sm TGR inh	LmPK inh	AmpC inh no detg	HCMV inh	AmpC detergent
CCOC(=O)c1cnc(SCc2ccc(Cl)c(Cl)c2)nc1N1CC1	0%	-3%	.	.	.	23	.
Cc1cc(NC(=O)COC(=O)/C=C/c2ccc(C)o2)no1	-5%	1%	.	.	-10%	0	.
COc1ccc(C(=O)NCCSCc2cccc(Cl)c2)cc1OC	5%	6%	-13%	0%	0%	-8	?
COc1cccc(C(=O)NCCS(=O)(=O)NCCCc2ccccc2)c1	3%	-1%	3%	.	1%	-27	8%
COc1ccc(C(=O)N[C@H](C(=O)Nc2sccc2C(N)=O)C(C)C)cc1	17%	-1%	3%	2%	-23%	?	3%
CCCCOc1ccc(S(=O)(=O)Nc2cccnc2)cc1	1%	-6%	-15%	4%	-35%	-76*	0%
CC(C)c1ccc(CN(C(=O)C2COc3ccccc3O2)C2CCS(=O)(=O)C2)cc1 (stereo not given)	5%	1%	1%	1%	70%[activator]	-94*	1%
COCCN(C(=O)c1ccc(COc2ccccc2)o1)c1c(N)n(CC(C)C)c(=O)[nH]c1=O	1%[11.6 µM]	5%	-17%	.	-11%	1	-14%
CC(=O)Nc1ccc2c3c(cccc13)C(=O)N(c1ccccc1)C2=O	-11%	1%	11%	1%	-8%	-60*	1%
Cc1ccccc1C(=NC(=O)c1ccccc1)c1ccccc1	-8%	-2%	21%	0%	-28%	26	7%
CCCCOc1ccccc1C(=O)N(Cc1ccco1)C1CCS(=O)(=O)C1 (stereo not given)	-1%	-4%	-32%	3%	13%	0	-6%
Cc1ccc(OCc2nnc(SCC(=O)C(C)(C)C)n2Cc2ccco2)cc1	-6%	?	-4%	6%	77%[activator]	-24	-4%
CCn1c(CNC(=O)C23CC4CC(CC(C4)C2)C3)nnc1SC	6%	-4%	3%	3%	15%	6	-8%
CC(=O)c1ccc(S(=O)(=O)Nc2ccc(-n3c(C)nc4ccccc4c3=O)cc2)cc1	-23%	-10%	-2%	.	-12%	-17	-2%
Nc1ccc(NC(=O)c2ccccc2)c2c1C(=O)c1ccccc1C2=O	-4%	-18%	6%	-7%	-14%	-20	-3%
